Bioassay records (PubChem BioAssay)
NCI-60 one-dose screen, 48 h, at 10 µM unless noted. Numbers give growth in % (100 = growth as untreated, 0 = no growth, -100 = all killed).
SW-620 – SW-620 colon cancer; AID 1794795; 82,000 tested, 5.2% active
SF-539 – SF-539 CNS cancer. 81,000 tested, 6.8% active. AID 1794752
HCT-116 – HCT-116 colon cancer; 82,000 tested, 7.3% active; AID 1794798
HCC-2998 – HCC-2998 colon cancer. 79,000 tested, 4.7% active. AID 1794799
SNB-75 – SNB-75 CNS cancer; 79,000 tested, 5% active; AID 1794750
SNB-19 – SNB-19 CNS cancer cells. 81,000 tested, 2.5% active
HCT-15 – HCT-15 colon cancer; 82,000 tested, 5.2% active
SF-295 – SF-295 CNS cancer cells | 79,000 tested, 5.6% active
KM12 – KM12 colon cancer cells. 82,000 tested, 5% active. AID 1794800
* = called active by the depositor; x = no result given. Rule for the calls: active = growth percent below 10; inactive = the rest.

The opening 17 compounds (preview)
SMILES | SW-620 | SF-539 | HCT-116 | HCC-2998 | SNB-75 | SNB-19 | HCT-15 | SF-295 | KM12
COc1cc2c(OC)c(-c3c(C)cc4c(-c5nc6ccccn6c5NC(C)(C)C)c(OC)c(OC)cc4c3OC)c(C)cc2c(-c2nc3ccccn3c2NC(C)(C)C)c1OC | 39 | 48 | 17 | 50 | 22 | 49 | 30 | 37 | 32
O=c1ccc2ccccc2c2ccccc12 | 95 | 84 | 67 | 107 | x | 103 | 68 | 97 | 66
O=C1C(=O)N(c2nc3ccc(F)cc3s2)C(c2cccnc2)/C1=C(/O)c1ccc2c(c1)OCCO2 (stereo not given) | 98 | 102 | 103 | 111 | 89 | 102 | 105 | 100 | 100
C/C(=C(/C)C1CC1CCN(C(=O)c1ccc([N+](=O)[O-])cc1)S(=O)(=O)c1ccc(C)cc1)c1ccccc1 (stereo not given) | 104 | 100 | 92 | 108 | x | 96 | 97 | 96 | 97
O=C(Cn1cc(CN2C(=O)c3ccc([N+](=O)[O-])cc3C2=O)nn1)Nc1ccc(F)cc1Cl | 100 | 94 | 102 | 100 | 93 | 97 | 100 | 104 | 105
CCOc1ccc(NC(=O)c2cc(OC)c(OC)c(OC)c2)cc1 | 32 | 24 | 18 | 55 | 30 | 50 | 32 | 26 | 23
CN1CCN(C(=O)[C@]23CCC(C)(C)C[C@H]2C2=CC[C@@H]4[C@@]5(C)CC[C@H](OC(=O)c6cccnc6)C(C)(C)[C@@H]5CC[C@@]4(C)[C@]2(C)CC3)CC1 | 72 | 93 | 40 | 79 | 99 | 94 | 67 | 76 | 62
COC(=O)N[C@H]1CCc2c(Cl)c(OC)c(OC)c(OC)c2-c2ccc(SC)c(=O)cc21 | 16 | -0.6* | 0.5* | 21 | 28 | 26 | 9.7* | 12 | 1.7*
CC(C)CCC[C@@H](C)[C@H]1CC[C@H]2[C@@H]3CC[C@]45O[C@H]4C(=O)CC[C@]5(C)[C@H]3CC[C@]12C | 96 | 99 | 94 | 110 | 100 | 99 | 114 | 104 | x
CC(=O)/C(=C/n1c(=S)[nH]c2ccc([N+](=O)[O-])cc21)C(=O)Nc1ccc([N+](=O)[O-])cc1 | 94 | 98 | 103 | 105 | 86 | 104 | 94 | 100 | 94
NC(=O)c1ccccc1OCC(O)CO (stereo not given) | 101 | 90 | 112 | 114 | 84 | 102 | 98 | 83 | 115
NS(=O)(=O)c1ccc(Cn2c(SCC(=O)N/N=C/c3ccc(F)cc3)nc3ccccc3c2=O)cc1 | 107 | 98 | 93 | 114 | 100 | 98 | 96 | 97 | 103
O=C(/C=C\c1cc(Br)ccc1O)/C=C/c1cc(Br)ccc1O | -43* | -49* | -98* | -74* | -8.5* | -53* | 0.0* | -1.6* | -72*
Cc1nc(N)nc(N(C)c2ccccc2)c1Br | 88 | 93 | 92 | 89 | 81 | 99 | 101 | 100 | 74
O=C1c2cccc3cccc(c23)C(=O)N1N1C(=O)c2cccc3c(Br)ccc(c23)C1=O | 100 | 100 | 98 | x | 79 | 99 | 97 | 96 | 96
CN1CCN(c2ccc(NC3=CC(=O)c4ncncc4C3=O)cc2)CC1 | -64* | -96* | -54* | -78* | -95* | -92* | -72* | -96* | -76*
COc1c(B(O)O)cccc1-c1nc2ccc3n[nH]c(F)c3c2c2c1CCCC2 | 60 | 25 | 44 | 116 | -11* | 79 | 85 | 80 | 41

The list itself, from the first entry:
SMILES | SW-620 | SF-539 | HCT-116 | HCC-2998 | SNB-75 | SNB-19 | HCT-15 | SF-295 | KM12
COc1cc2c(OC)c(-c3c(C)cc4c(-c5nc6ccccn6c5NC(C)(C)C)c(OC)c(OC)cc4c3OC)c(C)cc2c(-c2nc3ccccn3c2NC(C)(C)C)c1OC | 39 | 48 | 17 | 50 | 22 | 49 | 30 | 37 | 32
O=c1ccc2ccccc2c2ccccc12 | 95 | 84 | 67 | 107 | x | 103 | 68 | 97 | 66
O=C1C(=O)N(c2nc3ccc(F)cc3s2)C(c2cccnc2)/C1=C(/O)c1ccc2c(c1)OCCO2 (stereo not given) | 98 | 102 | 103 | 111 | 89 | 102 | 105 | 100 | 100
C/C(=C(/C)C1CC1CCN(C(=O)c1ccc([N+](=O)[O-])cc1)S(=O)(=O)c1ccc(C)cc1)c1ccccc1 (stereo not given) | 104 | 100 | 92 | 108 | x | 96 | 97 | 96 | 97
O=C(Cn1cc(CN2C(=O)c3ccc([N+](=O)[O-])cc3C2=O)nn1)Nc1ccc(F)cc1Cl | 100 | 94 | 102 | 100 | 93 | 97 | 100 | 104 | 105
CCOc1ccc(NC(=O)c2cc(OC)c(OC)c(OC)c2)cc1 | 32 | 24 | 18 | 55 | 30 | 50 | 32 | 26 | 23
CN1CCN(C(=O)[C@]23CCC(C)(C)C[C@H]2C2=CC[C@@H]4[C@@]5(C)CC[C@H](OC(=O)c6cccnc6)C(C)(C)[C@@H]5CC[C@@]4(C)[C@]2(C)CC3)CC1 | 72 | 93 | 40 | 79 | 99 | 94 | 67 | 76 | 62
COC(=O)N[C@H]1CCc2c(Cl)c(OC)c(OC)c(OC)c2-c2ccc(SC)c(=O)cc21 | 16 | -0.6* | 0.5* | 21 | 28 | 26 | 9.7* | 12 | 1.7*
CC(C)CCC[C@@H](C)[C@H]1CC[C@H]2[C@@H]3CC[C@]45O[C@H]4C(=O)CC[C@]5(C)[C@H]3CC[C@]12C | 96 | 99 | 94 | 110 | 100 | 99 | 114 | 104 | x
CC(=O)/C(=C/n1c(=S)[nH]c2ccc([N+](=O)[O-])cc21)C(=O)Nc1ccc([N+](=O)[O-])cc1 | 94 | 98 | 103 | 105 | 86 | 104 | 94 | 100 | 94
NC(=O)c1ccccc1OCC(O)CO (stereo not given) | 101 | 90 | 112 | 114 | 84 | 102 | 98 | 83 | 115
NS(=O)(=O)c1ccc(Cn2c(SCC(=O)N/N=C/c3ccc(F)cc3)nc3ccccc3c2=O)cc1 | 107 | 98 | 93 | 114 | 100 | 98 | 96 | 97 | 103
O=C(/C=C\c1cc(Br)ccc1O)/C=C/c1cc(Br)ccc1O | -43* | -49* | -98* | -74* | -8.5* | -53* | 0.0* | -1.6* | -72*
Cc1nc(N)nc(N(C)c2ccccc2)c1Br | 88 | 93 | 92 | 89 | 81 | 99 | 101 | 100 | 74
O=C1c2cccc3cccc(c23)C(=O)N1N1C(=O)c2cccc3c(Br)ccc(c23)C1=O | 100 | 100 | 98 | x | 79 | 99 | 97 | 96 | 96
CN1CCN(c2ccc(NC3=CC(=O)c4ncncc4C3=O)cc2)CC1 | -64* | -96* | -54* | -78* | -95* | -92* | -72* | -96* | -76*
COc1c(B(O)O)cccc1-c1nc2ccc3n[nH]c(F)c3c2c2c1CCCC2 | 60 | 25 | 44 | 116 | -11* | 79 | 85 | 80 | 41
C[n+]1c2ccccc2c(Nc2ccc(NS(=O)(=O)CCCCN=C(N)N)cc2)c2ccc(N)cc21 | 59 | 43 | 37 | 41 | 38 | x | 79 | 5.1* | 42
O=C(N/N=C/c1cccc([N+](=O)[O-])c1)c1ccc(Br)o1 | 116 | 98 | 100 | 87 | 98 | 83 | 127 | 111 | 109
CCC[n+]1cccc(C(N)=O)c1 | 96 | 101 | 103 | 99 | 98 | x | 101 | 98 | 102
O=S(=O)(Oc1ccc(-c2cn3ccsc3n2)cc1)c1ccccc1 | 107 | 96 | 103 | 100 | 107 | 95 | 94 | 92 | 102
CC1CNCCN1 (stereo not given) | 100 | x | 96 | 108 | x | x | 104 | x | 99
COc1cccc(/C=N/Nc2nnc(N/N=C/c3cccc(OC)c3OC)c3ccccc23)c1OC | 107 | x | 88 | 129 | 109 | 101 | 88 | 103 | 99
COC(=O)C(CO)NC(c1ccccc1)(c1ccccc1)c1ccccc1 (stereo not given) | 99 | 97 | 103 | 111 | 75 | 97 | 89 | 90 | 99
O=C(Nc1ccc(S(=O)(=O)Nc2cscn2)cc1)c1cccs1 | 112 | 106 | 108 | 108 | 88 | 107 | 105 | 141 | 115
CCCCCCC(=O)c1ccco1 | 104 | 112 | 104 | 105 | 91 | 100 | 102 | 111 | 114
Nc1nc(CSc2n[nH]c(N)n2)nc(Nc2ccccc2)n1 | 99 | 102 | 105 | 110 | 82 | 101 | 94 | 98 | 98
COc1cc2nc(SCc3nnc(NC(=O)c4ccc(Br)cc4)s3)n(-c3ccc(Cl)cc3)c(=O)c2cc1OC | 94 | 93 | 76 | 105 | 103 | 93 | 92 | 108 | 97
CCN(CC)CCSc1nc2c([nH]1)c(=S)n(C)c(=O)n2C | 103 | 94 | 122 | 98 | 96 | 102 | 113 | 103 | 108
CN(C)c1ccc(/C=N\Nc2ccccn2)c(Cl)c1 | 109 | 104 | 98 | 109 | 105 | 93 | 105 | 98 | 111
CCN(CC)CCCC(C)Nc1cc(OC)cc2cccnc12 (stereo not given) | 102 | 108 | 100 | 94 | 36 | 114 | 105 | 117 | 115
NC(=O)C1CCCN1C(=O)C(Cc1cnc[nH]1)NC(=O)C1CCC(=O)N1 (stereo not given) | 94 | 92 | 93 | x | 77 | 92 | 97 | 107 | 91
O=C(Nc1ccc(S(=O)(=O)N2CCCCC2)cc1)C(Cl)Cl | 109 | 107 | 105 | 124 | 103 | 94 | 103 | 106 | 104
N#C/C(=C\c1ccc(Cl)cc1)C(=O)c1c[nH]c2ccccc12 | 97 | 95 | 100 | 102 | 74 | 98 | 97 | 90 | 100
CCOC(=O)c1c(NC(=O)c2ccc(F)cc2F)sc2c1CCC(=O)C2 | 70 | 79 | 97 | 107 | 94 | 67 | 81 | 95 | 91
O=S(=O)(NCCCNc1nccc(-c2c(-c3ccccc3)nc3occn23)n1)c1ccc(Cl)cc1 | 108 | 110 | 68 | 102 | 96 | 98 | 80 | 93 | 96
C=CCC(N)C(=O)O (stereo not given) | 113 | 113 | 108 | 115 | 96 | 105 | 109 | 100 | 108
